Cycloheximide cs: counter-screen hit for Shiga toxin inhibitors, cycloheximide | cell reporter, cycloheximide protein synthesis inhibition counterscreen | max response, % | 12% of 300,000 active; in the data active = max response mostly above about 13%, no sharp cut-off; inactive = mostly below about 14%; note: read at 38.3 µM for the half of the compounds with a filed dose; 0% is about no effect
Shiga toxin inh: inhibitors of Shiga toxin in Vero cells; Vero cells, Shiga toxin protein synthesis inhibition reporter; inhibition, % at 38.7 µM; 9.2% of 290,000 active; AID 2315; in the data active = inhibition mostly above about 28%, no sharp cut-off; inactive = mostly below about 43%; note: 0% is about no effect
Pf growth 96h: inhibits malaria parasite growth, 96 h | P. falciparum luciferase reporter growth, 96 h | Potency, µM (doses to about 28.7 µM), without a hit: top-dose activity change, negative = inhibition, hits mostly inhibitors | 6.9% of 320,000 active; note: potency is the fitted concentration of half-maximal effect; % is set by controls: 0 for no effect and ±100 for the full control effect
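Erythrocytes infected with luciferase-expressing P. falciparum were dispensed at 2% hematocrit and 0.05% parasitemia (final), then incubated with compounds 96 hours at 37 C in 5% CO2. Luminescence after detection reagent addition reported growth.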
LmPK inh: blocks Leishmania mexicana pyruvate kinase activity; Q27686; purified LmPK, Kinase-Glo ATP luminescence, 1 h; Potency, µM (series often up to 57.5 µM), for inactives: top-dose activity change, negative = inhibition, hits mostly inhibitors; 0.37% of 290,000 active; note: potency is the fitted concentration of half-maximal effect; % is set by controls: 0 for no effect and ±100 for the full control effect
Target sequence (Q27686 whole entry, looked up): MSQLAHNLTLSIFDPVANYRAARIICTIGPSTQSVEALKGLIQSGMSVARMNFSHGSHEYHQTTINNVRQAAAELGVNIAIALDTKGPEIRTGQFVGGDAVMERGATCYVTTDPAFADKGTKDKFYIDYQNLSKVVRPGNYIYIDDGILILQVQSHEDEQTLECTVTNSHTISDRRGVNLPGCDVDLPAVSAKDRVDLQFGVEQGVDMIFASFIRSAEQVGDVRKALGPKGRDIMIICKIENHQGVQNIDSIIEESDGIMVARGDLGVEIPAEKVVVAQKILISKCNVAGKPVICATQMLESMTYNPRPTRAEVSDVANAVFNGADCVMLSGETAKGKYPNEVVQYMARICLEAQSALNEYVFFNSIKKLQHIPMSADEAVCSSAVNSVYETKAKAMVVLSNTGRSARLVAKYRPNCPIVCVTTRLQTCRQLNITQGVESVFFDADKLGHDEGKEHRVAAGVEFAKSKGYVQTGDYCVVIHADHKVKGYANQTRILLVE
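0.1 nM LmPK, 0.5 mM PEP, 0.1 mM ADP; 50 mM imidazole pH 7.2, 7 mM MgCl2, 50 mM KCl; 1 h RT. Kinase-Glo luminescence readout, normalized to no-enzyme (full inhibition) and uninhibited wells.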
Tb PYK inh: T. brucei pyruvate kinase inhibition; TbPYK enzyme, Kinase-Glo Plus ATP luminescence, 45 min; Q57TT1; 0.12% of 410,000 active; Potency, µM (doses to about 76.8 µM), without a hit: at the top dose activity, negative = inhibition, most hits filed as inhibitors; note: potency is the fitted concentration of half-maximal effect; % is set by controls: 0 for no effect and ±100 for the full control effect; nearly all actives have a fitted effect of over 50% in size
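Screened from lowest to highest concentration, compounds were pinned into TbPYK/substrate mixtures, and ADP (130 uM final) was added. Plates sat at room temperature for 45 min prior to Kinase-Glo Plus detection by luminescence.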
Pf growth 48h: P. falciparum growth inhibition at 48 hours (one generation); P. falciparum luciferase growth in erythrocytes, 48 h; Potency, µM (series often up to 28.7 µM), for inactives: at the highest dose activity change, negative = inhibition, actives largely listed as inhibitors; 5.9% of 310,000 active; AID 504832; note: potency is the fitted concentration of half-maximal effect; % is set by controls: 0 for no effect and ±100 for the full control effect
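Compounds are pin-transferred into medium, infected erythrocytes (2% hematocrit, 0.1% parasitemia final) are added, and plates sit one parasite generation at 37 C in 5% CO2. Detection reagent is then added and luminescence measured.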
AMA1-RON2 inh: inhibitors of Plasmodium falciparum AMA1-RON2 interaction. AID 720542. 0.2% of 360,000 active. AlphaScreen AMA1-biotinylated RON2 peptide binding. Potency, µM (highest dose often 58.2 µM), for the others: at the highest dose activity change, negative = inhibition, actives largely listed as inhibitors;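 note: potency is the fitted concentration of half-maximal effect; 0% = vehicle wells and -100% = peptide control; nearly all actives have a fitted effect of over 45% in size; some results filed as inactive show a strong effect at the top dose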
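AMA1 (3D7) with his tag at 25 nM final met compounds first, then biotinylated RON2 peptide at 25 nM; detection used donor plus acceptor beads, 10 µg/mL apiece, read by AlphaScreen after 30 min at room temperature.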
An asterisk follows results filed as active; ? = inconclusive; / = no result given; + = active, no number; [ ] = another dose, or the depositor's remark. Unless noted, calls come from the whole dose curve; as a rule, active = well fitted curve in the direction sought with a large enough effect; inconclusive = small, poorly fitted or top-dose-only effect, or another doubt; inactive = no such curve, though single readings can be large; an effect the other way counts as inactive or inconclusive.

#	SMILES	Pf growth 48h	AMA1-RON2 inh	Cycloheximide cs	Shiga toxin inh	LmPK inh	Pf growth 96h	Tb PYK inh
1	c1ccc2cc(OCCOCCOc3ccc4ccccc4c3)ccc2c1	37%[activator]	1%	2	-4	7%	10%	1%
2	CC(C)(C)c1ccc(C(=O)Nc2cccc3ncccc23)cc1	?	-6%	15	-5	2%	?	2%
3	CC(=O)Nc1ccc(S(=O)(=O)N2CCN(CCCOc3cc(C)ccc3C)CC2)cc1	7.4µM*	-13%	-2	-16	7%	1%	-8%
4	Cc1ccc([N+](=O)[O-])cc1N=C(c1cccc([N+](=O)[O-])c1)N1CCOCC1	?	-31%	8	-13	4%	?	0%
5	COc1ccc(-c2cc(-c3ccc(C)cc3)n[nH]2)c(O)c1	?	74%[activator]	44*	94*	-3%	34%[activator]	-5%
6	Cc1cc(C)c(S(=O)(=O)N2CCCOC2CNC(=O)C(=O)NCCc2c[nH]c3ccccc23)c(C)c1 (centres undefined)	?	-4%	-2	10	3%	?	0%
7	CC1CCCC(NC(=O)Cn2cc3c(n2)CCCCC3)C1C (centres undefined)	/	-19%	-6	-9	1%	14%	2%
8	CSCc1ccc(C(=O)N2CCC(N3CCC(C(=O)NC(C)C)CC3)CC2)o1	33%[activator]	16%	-3	-8	0%	0%	-4%
9	COc1ccc(-c2nc(N)n(C(=O)c3ccco3)n2)cc1	41%[activator]	-3%	12	3	-6%	-4%	-4%
10	CN1CCN(NC(=O)/C=C/c2ccc(Br)cc2)CC1	16%	-1%	4	-25	-5%	58%[activator]	-2%
11	O=S(=O)(c1cc(Cl)ccc1Br)N1CCOCC1	-11%	21%	-1	-3	-13%	?	4%
12	COCCCC1CCN(Cc2nc(Cc3ccccc3Cl)no2)CC1	-3%	-2%	-2	-10	2%	?	-5%
13	COc1ccc(-c2nnn(CC(=O)c3c[nH]c4ccccc34)n2)cc1OC	?	-2%	-3	22	0%	15%	4%
14	CN(C)N1C(=O)CC(C)(c2ccc([N+](=O)[O-])cc2)C1=O (centres undefined)	58%[activator]	4%	/	/	/	99%[activator]	-8%
15	CCC/C=N/Nc1nc2ccccc2s1	8%	15%	35*	108*	-12%	2.6µM*	3%
16	Cc1ccc(-c2nnc(Sc3nc4ccccc4o3)c3ccccc23)cc1	12µM*	15%	-4	-17	0%	4%	-1%
17	N#Cc1ccc(N2Cc3ccccc3C2=NC(=O)c2cccs2)cc1	62%[activator]	19%	38*	+	-2%	-14%	8%
18	COc1cccc(/C=N/NC(=O)C(=O)N2CCCC2)c1OC	9%	10%	1	-15	-4%	18%	-6%
19	CCOc1cc2[nH]c(=S)n(C(C)C)c(=O)c2cc1OCC	/	10%	-1	-7	-2%	8.3µM*	-18%
20	Cc1ccc2nsnc2c1S(=O)(=O)Nc1ccccc1C(=O)O	-3%	9%	-4	-11	4%	-5%	2%
21	COCCN1C(=O)c2ccccc2C(C(=O)NCC2CCCO2)C1c1c[nH]c2ccccc12 (centres undefined)	?	-3%	-2	32	-4%	12%	-3%
22	COc1ccc(CC(=O)NCC2CCCN(Cc3ccc(OC(F)(F)F)cc3)C2)cc1 (centres undefined)	9.3µM*	-5%	-2	-11	-5%	?	0%
23	O=C(CSc1nnc(C2CC2)n1CC1CCCO1)Nc1cccc(Cl)c1 (centres undefined)	23%	-8%	-3	-5	0%	43%[activator]	3%
24	O=C(NCC1CCN(Cc2ccccc2F)CC1)Nc1ccccc1F	-10%	-8%	-2	5	0%	?	3%
25	Cc1ccc(NC(=O)c2cccc(S(=O)(=O)N3CCCC3)c2)nc1	36%[activator]	-8%	/	/	/	33%[activator]	5%
26	CC(C)c1ccc(OCC(=O)NC2CC(C)(C)NC(C)(C)C2)c(Br)c1	?	-16%	11	-19	-11%	-3%	-2%
27	Cc1cc(C(=O)Nc2cc(C)n(Cc3ccc(Cl)cc3)n2)no1	0.93µM*	-2%	15	32	11%	?	-14%
28	Cn1cnnc1SCC(=O)c1ccco1	9%	14%	-3	-9	0%	1%	-13%
29	CCOC(=O)c1c(C)[nH]c(C(=O)NCc2ccco2)c1C	52%[activator]	/	43*	53*	-1%	72%[activator]	/
30	COc1cc(C(=O)Oc2cccc(C=O)c2)cc(OC)c1OC	/	7%	-1	3	4%	?	-1%
31	COC(=O)c1[nH]nc2c1C(=O)N(C1CCCCC1)C2=O	6%	-7%	-2	-7	-1%	83%[activator]	0%
32	CC1CC(C)CN(CCCNC(=O)COc2cc(=O)n(C)c3ccccc23)C1 (centres undefined)	10µM*	1%	-4	-1	4%	-5%	-6%
33	COc1ccc(/C=N/N=C2/NC(=O)C(c3ccccc3)S2)c(OC)c1 (centres undefined)	?	50%[activator]	1	9	0%	?	-6%
34	Oc1ccc(Br)cc1-c1nc2cnccn2c1NC1CCCC1	2.6µM*	24%	-3	-12	7%	-4%	-2%
35	N#CNC(=Nc1cccc(F)c1)SCc1cccc(F)c1	-8%	10%	-2	-2	-4%	-1%	4%
36	Cc1cc(C)n(CC(=O)c2cccc([N+](=O)[O-])c2)n1	0%	-15%	-4	-8	2%	-16%	5%
37	CCCc1oc(C(=O)O)cc1CN	/	1%	-1	-5	-20%	16%	-12%
38	COC(=O)c1ccc(OCC(O)CN2CCN(CC(O)COc3ccc(C(=O)OC)cc3)CC2)cc1 (centres undefined)	?	-14%	-2	-9	0%	77%[activator]	4%
39	O=C(COc1ccc(S(=O)(=O)N2CCCC2)cc1)Nc1ccc(F)cc1	?	8%	-7	2	2%	467%[activator]	0%
40	CC(O/N=C/c1ccccc1OC(F)F)C(=O)Nc1cccc(S(=O)(=O)N2CCOCC2)c1 (centres undefined)	2%	11%	-2	-8	-1%	-30%	1%
41	Cc1cc(C)cc(NS(=O)(=O)c2cc(Br)cnc2N)c1	7%	-3%	-2	-5	0%	6%	-2%
42	Cc1ccccc1NC(=O)CCS(=O)(=O)c1ccc(Br)cc1	10%	-4%	-2	5	-2%	-11%	-8%
43	COc1ccc(N2CCN(C(=O)C(=O)c3cn(CC(=O)N4CCCCCC4)c4ccccc34)CC2)cc1	?	-22%	-2	-1	-2%	10µM*	-7%
44	CN(Cc1cccs1)C(=O)c1cc(S(=O)(=O)N2CCOCC2)ccc1N1CCCC1	-7%	-2%	/	/	/	12%	1%
45	CCCN(Cc1nnc(-c2cccs2)o1)C(=O)c1cc(S(=O)(=O)N2CCOCC2)ccc1C	?	17%	/	/	/	?	-2%
46	Cc1nn(C)c2ncc(C(N)=O)c(Oc3cccnc3)c12	-8%	7%	-1	-5	-1%	2%	-4%
47	CC1CCCN(C(=S)SCC(=O)c2cc(Br)cc(Br)c2O)C1 (centres undefined)	-4%	0%	-2	-6	3%	53%[activator]	-13%
48	Cc1cccc(C)c1Nc1nnc(SCC(=O)Nc2sccc2C#N)s1	10%	-5%	-1	-4	3%	?	-8%
49	O=C(O)/C=C/c1ccc(S(=O)(=O)N2CCN(CCN3C(=O)C4C5C=CC(C5)C4C3=O)CC2)cc1 (centres undefined)	?	0%	-4	-4	-2%	1.9µM*	-6%
50	Cc1ccc(C)c(NC(=O)CN(C)C(=O)c2cccc(S(=O)(=O)N(C)C)c2)c1	?	5%	-1	-6	1%	-29%	5%
51	CN1C2CCC1CC(N(CCc1ccccc1)C(=O)c1ccc(Cl)cc1)C2 (centres undefined)	?	6%	0	20	1%	4%	-3%
52	CC(C)CCNC(=O)NC(=O)CSc1nnc(COc2ccccc2Cl)o1	-13%	40%[activator]	-3	-16	1%	?	-2%
53	CNC(=O)[C@H](Cc1c[nH]c2ccccc12)NC(=O)[C@@H](CC(=O)NO)CC(C)C	3.8µM*	/	/	/	/	11%	1%

Compounds above containing four or more nitrogen atoms:
#	SMILES	Pf growth 48h	AMA1-RON2 inh	Cycloheximide cs	Shiga toxin inh	LmPK inh	Pf growth 96h	Tb PYK inh
4	Cc1ccc([N+](=O)[O-])cc1N=C(c1cccc([N+](=O)[O-])c1)N1CCOCC1	?	-31%	8	-13	4%	?	0%
6	Cc1cc(C)c(S(=O)(=O)N2CCCOC2CNC(=O)C(=O)NCCc2c[nH]c3ccccc23)c(C)c1 (centres undefined)	?	-4%	-2	10	3%	?	0%
9	COc1ccc(-c2nc(N)n(C(=O)c3ccco3)n2)cc1	41%[activator]	-3%	12	3	-6%	-4%	-4%
13	COc1ccc(-c2nnn(CC(=O)c3c[nH]c4ccccc34)n2)cc1OC	?	-2%	-3	22	0%	15%	4%
23	O=C(CSc1nnc(C2CC2)n1CC1CCCO1)Nc1cccc(Cl)c1 (centres undefined)	23%	-8%	-3	-5	0%	43%[activator]	3%
27	Cc1cc(C(=O)Nc2cc(C)n(Cc3ccc(Cl)cc3)n2)no1	0.93µM*	-2%	15	32	11%	?	-14%
34	Oc1ccc(Br)cc1-c1nc2cnccn2c1NC1CCCC1	2.6µM*	24%	-3	-12	7%	-4%	-2%
43	COc1ccc(N2CCN(C(=O)C(=O)c3cn(CC(=O)N4CCCCCC4)c4ccccc34)CC2)cc1	?	-22%	-2	-1	-2%	10µM*	-7%
45	CCCN(Cc1nnc(-c2cccs2)o1)C(=O)c1cc(S(=O)(=O)N2CCOCC2)ccc1C	?	17%	/	/	/	?	-2%
46	Cc1nn(C)c2ncc(C(N)=O)c(Oc3cccnc3)c12	-8%	7%	-1	-5	-1%	2%	-4%
48	Cc1cccc(C)c1Nc1nnc(SCC(=O)Nc2sccc2C#N)s1	10%	-5%	-1	-4	3%	?	-8%
52	CC(C)CCNC(=O)NC(=O)CSc1nnc(COc2ccccc2Cl)o1	-13%	40%[activator]	-3	-16	1%	?	-2%
53	CNC(=O)[C@H](Cc1c[nH]c2ccccc12)NC(=O)[C@@H](CC(=O)NO)CC(C)C	3.8µM*	/	/	/	/	11%	1%

Screening data deposited in PubChem BioAssay by National Center for Advancing Translational Sciences (NCATS).
